Peg3 prom inh – reduces Peg3 promoter-driven luciferase expression in HeLa; 1.7% of 360,000 active; inhibition, % at 20 µM; HeLa PEG-Prom luciferase reporter, luminescence, overnight;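 active means inhibition of at least 50% at 20 µM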
CaV13 FRET inh – Disruptors of the CACNA1D IQ motif to Ca2+-dependent inactivation inhibitor domain association, primary screening, Förster resonance energy transfer in intact living …. HEK cells, CFP/YFP FRET ICDI-IQ, plate reader, 10 min; percent FRET-ratio fall versus neutral wells. inhibition, % at 12.3 µM. 0.098% of 340,000 active. AID 743397;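 active means mean replicate inhibition of at least 30% and at least 1% of replicates passing that level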;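 further: 0% = median of the neutral control wells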
Shn3 3UTR inh – inhibitors of Schnurri-3 3'UTR reporter in osteoblasts. Clone20 osteoblast Shn3 3'UTR firefly luciferase, 24 h. inhibition, % at 12.5 µM. 0.52% of 360,000 active. AID 588674;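 active means mean inhibition of at least 75% with every replicate also reaching 75%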;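 further: 0% = median of neutral control wells and 100% = pilot-screen positive control compound; some compounds past the cut are filed as inactive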
KKLEB tox – counter-screen for CF NF-kB inhibitors: cytotoxicity; KKLEB CF airway cells viability, ATPlite luminescence, overnight; stronger effect = lower value; cells stimulated with P. aeruginosa culture filtrate; activity change (cytotoxicity), % at 5 µM; 0.36% of 360,000 active;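 active means corrected activity change at or below -50% at 5 µM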
HIF-2a inh – blocks HIF-2a reporter activity; 786-0 RCC cells HIF-2a reporter, luciferase luminescence, overnight; inhibition, % at 18.8 µM; 0.72% of 360,000 active; AID 624352;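 active means inhibition of the luminescence signal of 40% or more relative to plate controls, in a single-dose primary screen at 18.75 µM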
PDI turbidity – inhibitors of human protein disulfide isomerase | P07237 | PDI insulin aggregation turbidity, A650, 90 min | inhibition, % at 10 µM | 0.052% of 350,000 active | AID 588391;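 active means mean inhibition across replicates of 30% or more, whatever share of single replicates reach that level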;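 further: absorbance from insulin aggregation driven by PDI reduction with DTT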
Target sequence (P07237 whole entry, looked up): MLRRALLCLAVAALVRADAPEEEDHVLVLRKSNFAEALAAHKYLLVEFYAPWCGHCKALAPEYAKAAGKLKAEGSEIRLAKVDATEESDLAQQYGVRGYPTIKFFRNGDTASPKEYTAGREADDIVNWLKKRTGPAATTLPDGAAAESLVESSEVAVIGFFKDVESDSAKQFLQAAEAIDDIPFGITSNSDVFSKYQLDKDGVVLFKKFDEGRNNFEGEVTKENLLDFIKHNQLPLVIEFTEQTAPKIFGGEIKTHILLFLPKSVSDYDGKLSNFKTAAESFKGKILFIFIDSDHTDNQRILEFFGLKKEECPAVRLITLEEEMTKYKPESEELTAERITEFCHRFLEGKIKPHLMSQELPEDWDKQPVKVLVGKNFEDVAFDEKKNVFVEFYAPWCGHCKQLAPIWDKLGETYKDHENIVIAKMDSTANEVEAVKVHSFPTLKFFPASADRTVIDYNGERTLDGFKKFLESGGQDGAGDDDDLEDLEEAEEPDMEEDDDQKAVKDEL
NR2E3 ag-1 – activates human NR2E3 receptor; Q9Y5X4; inhibition of corepressor binding, % at 3.98 µM; AID 602229; CHO-S Gal4-NCOR/VP16-NR2E3 two-hybrid, luciferase; 0.35% of 360,000 active;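 active means inhibition above the mean of all tested compounds plus 3 SD, cut at about 70% in these data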;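 further: 0% = DMSO with NR2E3 transfected cells and 100% = cells lacking NR2E3 construct; higher means lower luciferase signal from less NR2E3 corepressor binding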
TRPM1 prom inh – reduces MITF-dependent TRPM1 promoter luciferase signal | SK-MEL-5 TRPM1 promoter luciferase, 24 h | inhibition, % at 12.5 µM | 0.83% of 330,000 active;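 active means mean inhibition across replicates of 60% or more, whatever share of single replicates reaches that level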; further: values of inactives mirror those of a sister screen read the other way
NR2E3 ag-2 – NR2E3 (human) agonism. Q9Y5X4. GST-NR2E3/biotin-RetCOR TR-FRET, 1536-well. inhibition of corepressor binding, % at 4.78 µM. 0.12% of 320,000 active. AID 2300;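 active means percent inhibition above the cutoff of mean plus 3 SD of all tested compounds, set per screening campaign, cut at about 20% in these data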;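 further: 0% = DMSO wells and 100% = biotin wells as full block of FRET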
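Material: NR2E3–RetCOR corepressor complex / Incubation: Compound–protein incubation for 5 h at 4 °C / Dosing: compound at 4.8 µM, single dose / Detection: time-resolved FRET / Benchmarks: high control biotin, low control 0.6% DMSO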
CF NFkB block – cystic fibrosis NF-kB activation inhibition. KKLEB NF-kB-GFP reporter, PAF-induced, GFP fluorescence overnight. inhibition, % at 5 µM. 0.86% of 360,000 active. AID 588850;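 active means at least 50% inhibition at 5 µM, scaled per plate between neutral and stimulator controls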;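 further: PAF is a Pseudomonas aeruginosa culture filtrate used as stimulus; plate controls were PAF-stimulated DMSO wells for no effect and unstimulated DMSO wells for full effect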
Vif imaging – HIV Vif inhibition | HEK293T cells, Vif self-association by quenched fluorescence, imaging, 24 h | inhibition, % at 7.49 µM | 0.35% of 340,000 active | AID 602346; in the data active means inhibition above about 50%, passing the limit was not always enough; further: some results filed as inactive read as strong as hits
* marks the source's active call; other numbers are inactive results; x = not tested or not shown. This is a random part of the collection; overall some 3.3% were active at least once.

Abbreviations: A = Peg3 prom inh; B = CaV13 FRET inh; C = Shn3 3UTR inh; D = KKLEB tox; E = HIF-2a inh; F = PDI turbidity; G = NR2E3 ag-1; H = TRPM1 prom inh; I = NR2E3 ag-2; J = CF NFkB block; K = Vif imaging
1	O=C(NCC1CCCO1)c1cc(S(=O)(=O)N2CCOCC2)c(Cl)cc1Cl (configuration not stated)
  A: 20; B: -6; C: -38; D: -9; E: 5; F: -2; G: -3; H: -7; I: x; J: 0; K: x
2	CC(C)CC(C)NC(=O)c1ccc(C(F)(F)F)cc1 (configuration not stated)
  A: 2; B: -2; C: -1; D: 2; E: 4; F: -6; G: -22; H: 0; I: 1; J: -4; K: -3
3	O=C(CCNS(=O)(=O)c1ccc(Br)cc1)N1CCN(c2ccccc2O)CC1
  A: 0; B: -6; C: 3; D: 8; E: 2; F: 11; G: -1; H: -1; I: -2; J: 9; K: -9
4	CCN(C(=O)CSc1nnc(-c2ccncc2)n1-c1ccccc1)C1CCS(=O)(=O)C1 (configuration not stated)
  A: 10; B: -7; C: -14; D: 2; E: 12; F: 14; G: -12; H: -10; I: -1; J: 10; K: -2
5	COC(=O)c1ccc(CN(C(C)=O)c2ccccc2)o1
  A: 11; B: -4; C: 2; D: 0; E: 9; F: -3; G: 8; H: 0; I: -2; J: -6; K: 7
6	O=c1c2ccccc2nnn1Cc1nnc(-c2ccccc2Br)o1
  A: -62; B: -4; C: -17; D: -26; E: -107; F: 3; G: -13; H: -15; I: 1; J: 7; K: 3
7	CCCC12CN3CC(C)(CN(C1)C3c1ccc([N+](=O)[O-])o1)C2=O (configuration not stated)
  A: 11; B: -8; C: -9; D: 3; E: 14; F: 0; G: 12; H: 3; I: 2; J: 0; K: -3
8	CSCCC(=O)Nc1cc(S(=O)(=O)N2CCOCC2)ccc1N1CCN(C)CC1
  A: 6; B: -4; C: -5; D: 2; E: 17; F: 6; G: -2; H: -3; I: 6; J: 5; K: -1
9	Cc1ccccc1C(C(=O)NC1CCCC1)N(C(=O)Cc1cccs1)c1ccc2c(c1)OCCO2 (configuration not stated)
  A: 20; B: -4; C: -1; D: -12; E: -2; F: -4; G: -8; H: 7; I: 0; J: 6; K: 1
10	CCCCS(=O)(=O)C1CCS(=O)(=O)C1 (configuration not stated)
  A: 2; B: x; C: -29; D: 13; E: 15; F: -1; G: -11; H: 12; I: 0; J: 2; K: -4
11	Cc1ccc(N(C(=O)c2csnn2)C(C(=O)NC2CCCCC2)c2cccnc2)cc1 (configuration not stated)
  A: -6; B: -3; C: 33; D: 0; E: 19; F: 9; G: -27; H: 9; I: 0; J: 3; K: 0
12	COCCN1CCn2c(nc3cc(NC(=O)c4ccc(OC)cc4)ccc32)C1
  A: 10; B: x; C: 3; D: -4; E: 7; F: -1; G: -5; H: 10; I: 1; J: 10; K: -1
13	O=C1CC(N2CCN(c3ccc(Cl)cc3)CC2)C(=O)N1c1ccccc1 (configuration not stated)
  A: 0; B: -3; C: 5; D: -10; E: 12; F: -6; G: -4; H: -3; I: 1; J: 6; K: 5
14	Cc1ccc(CNC(=O)C2CCCN(S(=O)(=O)c3c(C)noc3C)C2)cc1 (configuration not stated)
  A: 18; B: -2; C: 8; D: 0; E: 18; F: 0; G: -25; H: 2; I: 0; J: 7; K: 4
15	CCc1ccc(NC(=O)C2=CC=CN3CCS(=O)(=O)N=C23)cc1
  A: -26; B: -2; C: 8; D: 5; E: -51; F: -5; G: -15; H: -15; I: 3; J: -10; K: 10
16	Cc1ccc(CN2C(=O)CCC2C(=O)NC2CCCC2)cc1 (configuration not stated)
  A: -10; B: x; C: -1; D: -6; E: -1; F: -2; G: -42; H: -9; I: 3; J: 7; K: 3
17	Cc1cc(C)nc(SCCS(=O)(=O)Cc2ccc(Cl)cc2)n1
  A: 0; B: x; C: -24; D: -6; E: -1; F: -17; G: -6; H: 4; I: -3; J: 3; K: -15
18	CN1CCN(S(=O)(=O)c2cccs2)CC1
  A: 11; B: -3; C: 8; D: 11; E: 12; F: 11; G: -11; H: 0; I: -5; J: 3; K: 0
19	CCCC(=O)N1CCCC1(C)C(=O)Nc1cc(C)ccc1C (configuration not stated)
  A: 8; B: -7; C: -22; D: 2; E: 9; F: 2; G: 5; H: x; I: x; J: -2; K: 5
20	c1ccc2c(c1)[nH]c1c3ccccc3sc21
  A: -200; B: -18; C: -20; D: -2; E: -286; F: -3; G: -58; H: -22; I: 2; J: 1; K: -3
21	C=CCNC(=O)C1CCN(c2ccc(S(=O)(=O)N3CCOCC3)cc2Cl)CC1
  A: 22; B: -2; C: -18; D: -14; E: 14; F: -11; G: 1; H: 0; I: -4; J: 13; K: -2
22	COC(=O)c1ccccc1NC(=S)NC(=O)COc1ccccc1Cl
  A: 3; B: -6; C: 2; D: -4; E: 3; F: -1; G: -11; H: -8; I: 2; J: 12; K: 3

In the list so far, these contain bromine:
Abbreviations: A = Peg3 prom inh; B = CaV13 FRET inh; C = Shn3 3UTR inh; D = KKLEB tox; E = HIF-2a inh; F = PDI turbidity; G = NR2E3 ag-1; H = TRPM1 prom inh; I = NR2E3 ag-2; J = CF NFkB block; K = Vif imaging
3	O=C(CCNS(=O)(=O)c1ccc(Br)cc1)N1CCN(c2ccccc2O)CC1
  A: 0; B: -6; C: 3; D: 8; E: 2; F: 11; G: -1; H: -1; I: -2; J: 9; K: -9
6	O=c1c2ccccc2nnn1Cc1nnc(-c2ccccc2Br)o1
  A: -62; B: -4; C: -17; D: -26; E: -107; F: 3; G: -13; H: -15; I: 1; J: 7; K: 3

Whole records from above. Order of screens: Peg3 prom inh, CaV13 FRET inh, Shn3 3UTR inh, KKLEB tox, HIF-2a inh, PDI turbidity, NR2E3 ag-1, TRPM1 prom inh, NR2E3 ag-2, CF NFkB block, Vif imaging
`CSCCC(=O)Nc1cc(S(=O)(=O)N2CCOCC2)ccc1N1CCN(C)CC1` as listed: 6, -4, -5, 2, 17, 6, -2, -3, 6, 5, -1
`CC(C)CC(C)NC(=O)c1ccc(C(F)(F)F)cc1` (configuration not stated) as listed: 2, -2, -1, 2, 4, -6, -22, 0, 1, -4, -3
`O=C(CCNS(=O)(=O)c1ccc(Br)cc1)N1CCN(c2ccccc2O)CC1` as listed: 0, -6, 3, 8, 2, 11, -1, -1, -2, 9, -9
`COC(=O)c1ccc(CN(C(C)=O)c2ccccc2)o1` as listed: 11, -4, 2, 0, 9, -3, 8, 0, -2, -6, 7
`O=c1c2ccccc2nnn1Cc1nnc(-c2ccccc2Br)o1` as listed: -62, -4, -17, -26, -107, 3, -13, -15, 1, 7, 3

Screening data (PubChem BioAssay)
